AGP1 TOR yeast = alters AGP1-GFP fluorescence in TOR pathway yeast screen | hit rate 0.02% among 320,000 | GFP response vs DMSO, % at 10 µM | S. cerevisiae AGP1-GFP multiplex flow cytometry, 3 h; GFP as percent of DMSO wells;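 active = GFP response relative to DMSO above a set limit, near screen average plus 3 SD, cut at about 150% in these data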;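 also: median GFP channel fluorescence of the gated AGP1 strain per well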
GRK2 inh = human GRK2 inhibition via aptamer displacement; bead flow cytometry, FAM-aptamer displacement from GRK2; P25098; inhibition of aptamer binding, % at 10 µM; hit rate 0.59% among 330,000;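 active = inhibition of aptamer binding above 40%, roughly 3 SD of noise, on plates passing a quality check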;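 also: median bead fluorescence of bound FAM aptamer so fluorescent compounds give negative values; no value below 0 was filed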
GLD-1 RNA inh = GLD-1-TGE RNA interaction inhibition (C. elegans); hit rate 0.44% among 320,000; inhibition, % at 5.96 µM; AID 2280; purified GLD-1 + fluorescein TGE RNA, fluorescence polarization; Q17339;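 active = percent inhibition above a per-plate cutoff, the plate mean of test compounds plus 3 SD, cut at about 30% in these data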;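 also: 0% = DMSO wells with GLD-1 and probe and 100% = wells lacking GLD-1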
Target sequence (Q17339 whole entry, looked up): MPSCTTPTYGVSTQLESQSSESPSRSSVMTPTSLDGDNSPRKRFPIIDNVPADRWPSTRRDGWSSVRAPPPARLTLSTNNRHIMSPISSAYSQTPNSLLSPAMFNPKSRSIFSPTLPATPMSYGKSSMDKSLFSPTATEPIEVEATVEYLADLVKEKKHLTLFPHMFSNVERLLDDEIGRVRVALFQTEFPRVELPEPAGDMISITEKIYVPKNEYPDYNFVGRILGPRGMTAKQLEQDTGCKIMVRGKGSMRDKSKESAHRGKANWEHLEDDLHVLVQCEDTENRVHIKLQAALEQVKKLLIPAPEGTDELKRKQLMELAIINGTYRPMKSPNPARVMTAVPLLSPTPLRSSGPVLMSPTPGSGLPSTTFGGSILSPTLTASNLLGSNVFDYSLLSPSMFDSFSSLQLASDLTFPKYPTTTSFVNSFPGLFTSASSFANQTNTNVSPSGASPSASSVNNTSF
CIT2-GFP yeast = yeast TOR pathway CIT2-GFP modulation | S. cerevisiae CIT2-GFP strain, flow cytometry, 3 h; 100 means same as DMSO wells | GFP response vs DMSO, % at 10 µM | hit rate 0.065% among 320,000;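 active = GFP response relative to DMSO above a set limit, near the screen mean plus 3 SD, cut at about 150% in these data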;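 also: ratio of well median GFP fluorescence to mean of DMSO wells on the plate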
VLA-4 inh = inhibition in a human VLA-4 binding assay. P13612. VLA-4 expressing cells, ligand binding flow cytometry. inhibition, % (about 7 µM as worked out from the volumes in the protocol). hit rate 0.2% among 330,000; in the data active = inhibition above about 50%
MCL1-BIM inh = MCL1-BIM-BH3 interaction inhibition (human); GST-MCL1 / FITC-Bim-BH3 fluorescence polarization; inhibition, % at 10.9 µM; hit rate 0.68% among 320,000;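 active = inhibition above the mean inhibition of all tested compounds plus 3 SD, set per campaign, cut at about 40% in these data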;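 also: 0% = DMSO wells and 100% = unlabeled Bim-BH3 peptide control; higher means more loss of mP so more displacement of Bim peptide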
CR mimetic SO = lowers age-related superoxide in aged yeast cells; S. cerevisiae aged cells, superoxide DHE fluorescence; hits give low values; superoxide response (% of plate mean), % at 10 µM; hit rate 0.18% among 330,000; AID 2690;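 active = superoxide response under a set limit, about three screen SD below normal, cut at about 65% in these data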;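 also: yeast aged for seven days with compound at 30 °C before DHE staining; 100% = average MFI of all compound-treated wells on the plate with controls excluded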
MEX-5 binding = C. elegans MEX-5 TCR-2 RNA binding activity | Q9XUB2 | MEX-5/FITC-TCR2 RNA binding, fluorescence polarization; hits give low values | activity score (negative = inhibition of binding), % at 10 µM | hit rate 0.38% among 300,000 | AID 1832;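 active = inhibition past about -25% in most replicates, and total fluorescence under double the plate's negative control median, limit read from the data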;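 also: 0% = DMSO and -100% = 5 µM competing unlabeled TCR2 RNA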
Target sequence (Q9XUB2 whole entry, looked up): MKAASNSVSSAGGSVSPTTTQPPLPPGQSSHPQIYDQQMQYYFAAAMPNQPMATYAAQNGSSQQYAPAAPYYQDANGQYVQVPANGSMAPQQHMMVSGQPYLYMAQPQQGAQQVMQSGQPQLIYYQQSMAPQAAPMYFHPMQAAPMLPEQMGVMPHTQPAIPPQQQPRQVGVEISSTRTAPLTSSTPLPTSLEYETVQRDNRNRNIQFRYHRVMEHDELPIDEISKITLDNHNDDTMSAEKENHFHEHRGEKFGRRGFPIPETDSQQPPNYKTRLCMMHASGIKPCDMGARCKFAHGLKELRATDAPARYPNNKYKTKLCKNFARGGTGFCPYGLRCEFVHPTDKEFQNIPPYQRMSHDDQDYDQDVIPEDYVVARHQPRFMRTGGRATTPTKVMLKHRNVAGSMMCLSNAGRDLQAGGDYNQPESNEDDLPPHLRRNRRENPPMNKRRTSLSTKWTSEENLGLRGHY
BCLXL inh = inhibitors of human Bcl-xL | Q07817 | GST-Bcl-xL / FITC-Bim BH3 peptide fluorescence polarization | inhibition, % at 10.9 µM | hit rate 0.7% among 320,000 | AID 2129;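 active = inhibition above the mean of all tested compounds plus 3 SD, cutoff set per campaign, cut at about 30% in these data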;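 also: 0% = DMSO wells and 100% = unlabeled Bim-BH3 peptide competitor; inhibitors lower millipolarization by displacing the labeled peptide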
Numbers without * were called inactive; · = no result given.

SMILES	AGP1 TOR yeast	GRK2 inh	GLD-1 RNA inh	CIT2-GFP yeast	VLA-4 inh	MCL1-BIM inh	CR mimetic SO	MEX-5 binding	BCLXL inh
Cc1cc(C)n(C(=O)C(C)N2C(=O)c3ccccc3C2=O)n1 (stereo not given)	102	1	9	101	2	9	105	1.0	2
C#CCOCCOCCOCCNc1nc(N2CCN(C(=O)CCCCCCCCCCNC(=O)Cn3cc(C[C@@H](C)O)nn3)CC2)nc(N2CCN(C(=O)CCCCCCCCCCNC(=O)[C@@H](CCSC)n3cc(CCO)nn3)CC2)n1	80	1	5	88	39	-8	98	·	0
O=C(CSc1ccc(Cl)cc1)Nc1ccccc1Oc1ccccc1	·	1	4	·	-5	-2	107	1.6	-3
CC1(C)NC(=O)N(CC(=O)Nc2cc(C(F)(F)F)cc(C(F)(F)F)c2)C1=O	96	6	5	93	6	-3	104	2.7	3
Cc1cc2cc(CNC(=O)NC3CCCCC3)ccc2[nH]1	94	16	6	104	9	16	86	-4.3	13
O=C(NCc1ccccc1)C1CCN(c2nc(-c3ccccc3)nc3c2CCC3)CC1	96	0	6	99	2	3	97	1.8	3
O=C(Nc1cc(S(=O)(=O)N2CCOCC2)ccc1O)c1ccc(S(=O)(=O)N2CCCCC2)cc1	97	1	3	90	8	·	89	·	·
Cc1ccccc1N1C(=O)CC1(C#N)c1ccc(OCc2ccccc2)cc1 (stereo not given)	94	0	-1	94	-5	-11	72	3.7	1
COC(=O)c1c(NC(=S)Nc2ccc(F)cc2[N+](=O)[O-])sc2c1CCCCC2	93	0	15	95	6	19	114	0.8	13
Cc1ccc(OCCOC(=O)Cn2nc(C)c([N+](=O)[O-])c2C)cc1	90	0	6	101	6	-2	94	1.3	1
CCSc1nnc2c(Cl)cc(Cl)cn12	98	2	5	112	4	4	105	-2.6	5
NCCCC(=O)O	88	0	10	79	49	4	122	-1.3	2
CCOC(=O)c1cccc(NC(=O)CN2C(=O)C3C4C=CC(C4)C3C2=O)c1 (stereo not given)	106	0	1	107	-8	-2	101	1.0	2
COc1cccc(Cn2c(OCC3CCCO3)nc3c2c(=O)n(C)c(=O)n3C)c1 (stereo not given)	99	0	4	95	6	11	94	-0.2	1
COC(=O)CC1=C(C(=O)OC)C(c2ccc3c(c2)OCO3)C(C#N)=C(N)O1 (stereo not given)	94	2	0	103	8	3	91	-7.0	5
COc1ccc(CCN=C2SCC(=O)N2C)cc1OC	107	0	7	97	1	5	84	2.0	1
CSc1nc(O)c(C(c2ccc(C)cc2)c2c(O)nc(SC)[nH]c2=O)c(=O)[nH]1	107	2	10	116	3	1	102	-3.1	-2
CCOc1ccc(C2=Nn3c(nnc3-c3ccc(OC)cc3)SC2)cc1	95	0	5	84	33	-3	98	-0.8	0
C=CCSC1=C(C#N)C(c2ccccc2OC)CC(=O)N1 (stereo not given)	96	1	-3	89	0	0	89	-1.5	3
O=C(Nc1ccccc1C(=O)Nc1nnc(C(F)(F)F)s1)c1ccccc1Cl	97	1	3	98	-2	4	98	-1.2	3
COCCNC(=S)NCCc1ccc(Cl)cc1Cl	100	2	4	95	0	1	96	1.0	9
Cc1ccc(CNC(=O)COC(=O)CCCOc2ccc(Cl)cc2Cl)cc1	107	2	0	102	9	-18	100	-1.8	-5
COc1ccc(-c2oc3ccc(-c4cc(OC)c(OC)c(OC)c4)cc3c2-c2ccc(OC)cc2)cc1	86	0	0	88	-5	5	113	-1.0	2
CSc1ccccc1NC(=O)CN(Cc1ccccc1)S(C)(=O)=O	103	30	5	93	-8	0	99	-3.2	0
O=C(O)c1nn(-c2ccccc2)nc1-c1nn(-c2ccccc2)nc1C(=O)O	108	0	9	107	7	6	101	-4.2	5
COc1ccc(/C=N/n2c(N)c(S(=O)(=O)c3cccs3)c3nc4ccccc4nc32)cc1OC	105	3	8	98	3	5	102	0.6	6
CCN(CC)C(=O)c1nn(Cc2ccccc2)c(=O)c2ccccc12	95	5	·	98	4	·	104	1.8	·
Cc1c([N+](=O)[O-])cc(S(=O)(=O)Nc2ccncc2)cc1[N+](=O)[O-]	65	0	0	95	-2	4	97	-1.7	5
O=C(NC(=S)Nc1ccccc1N1CCCCC1)c1ccccc1	98	0	-3	103	10	9	98	-2.5	3
C/C(=N\NC(=O)c1ccco1)c1cc(Cl)sc1Cl	103	2	-1	104	7	7	92	-1.8	7

Single values from the list.
Under GRK2 inh, O=C(O)c1nn(-c2ccccc2)nc1-c1nn(-c2ccccc2)nc1C(=O)O shows 0
Under BCLXL inh, O=C(NC(=S)Nc1ccccc1N1CCCCC1)c1ccccc1 shows 3
Under MCL1-BIM inh, Cc1c([N+](=O)[O-])cc(S(=O)(=O)Nc2ccncc2)cc1[N+](=O)[O-] shows 4
Under CIT2-GFP yeast, CCOc1ccc(C2=Nn3c(nnc3-c3ccc(OC)cc3)SC2)cc1 shows 84
Under MEX-5 binding, O=C(Nc1ccccc1C(=O)Nc1nnc(C(F)(F)F)s1)c1ccccc1Cl shows -1.2

(next part)
SMILES	AGP1 TOR yeast	GRK2 inh	GLD-1 RNA inh	CIT2-GFP yeast	VLA-4 inh	MCL1-BIM inh	CR mimetic SO	MEX-5 binding	BCLXL inh
CCOC(=O)C1CCCN(C(=O)c2sc3nc(-c4ccccc4)cn3c2C)C1 (stereo not given)	92	0	-1	94	0	-4	88	2.2	1
N#Cc1ccc(S(=O)(=O)NC2CC2)cc1	84	4	2	86	9	2	95	-0.8	3
O=C1CN(C(=O)CSc2nc3ccccc3c(=O)n2CCCN2CCOCC2)c2ccccc2N1	101	0	-2	101	13	-6	106	-2.5	1
COc1ccc(NC(=O)CSCC(=O)Nc2nnc(CC(C)C)s2)cc1	114	0	-1	102	2	2	92	-0.4	5
CC1(C)CC(=O)C(C(c2cccc([N+](=O)[O-])c2)C2C(=O)CC(C)(C)CC2=O)C(=O)C1	97	0	-2	93	9	1	99	4.5	3
CC(NC(=O)Cn1cccc1)c1ccccc1 (stereo not given)	98	0	-2	105	27	-16	87	2.8	-1
O=C(CCSc1ccccc1)N1CCN(c2ccccc2F)CC1	97	3	3	98	0	2	90	-0.2	6
CC1CN(C(=O)C(C)N2CCN(c3ccccc3Cl)CC2)CC(C)O1 (stereo not given)	102	0	3	101	45	-5	93	-0.3	6
CN(CC(=O)Nc1ccc2c(c1)OCO2)S(=O)(=O)c1ccc2c(c1)CCC(=O)N2	103	2	6	97	-10	5	96	-0.3	3
O=S(=O)(Nc1ccc(O)c2ccccc12)c1ccc(F)cc1	106	0	1	108	-4	7	123	0.0	8
O=C(CCCOc1ccc(Br)cc1)NCCc1ccc(OC(F)F)cc1	105	2	5	106	-5	7	112	-1.6	8
CC1(C)CC(=O)c2sc(NS(C)(=O)=O)nc2C1	101	0	3	105	5	2	83	-4.1	0
CC(C)NC(=O)N(C)C[C@@H]1Oc2c(NC(=O)C3CCOCC3)cccc2C(=O)N([C@@H](C)CO)C[C@H]1C	101	0	7	96	-12	·	94	·	·
CC1C2(C)OC(=N)C(C#N)(C(C)O2)C1(C#N)C#N (stereo not given)	97	1	25	113	9	48*	103	-30*	52*
COc1ccc(-c2oc3cccnc3c2C#CC2(O)CCCCC2)cc1	99	7	-1	87	-5	3	94	-2.0	8
CCOC(=O)NC(CC(=O)O)c1ccc(OCC)cc1 (stereo not given)	106	1	5	105	4	-2	82	1.5	5
COc1ccc(C(=O)NN2C(=S)N(c3ccc(OC)cc3)C(=O)C2CC(N)=O)cc1 (stereo not given)	103	1	4	93	-3	-2	98	1.6	-1
O=C(Nc1nc(-c2ccc3c(c2)Cc2ccccc2-3)cs1)c1ccccc1	91	0	4	95	8	-1	103	-0.5	2
COc1ccc(NC(=O)CCC(=O)Nc2nnc(C(C)C)s2)cc1Cl	94	0	2	97	1	4	113	-0.8	5
Cc1nn(C(C)C(=O)N2CCOCC2)c(C)c1[N+](=O)[O-] (stereo not given)	102	0	-2	88	8	0	97	-0.2	4
C=CCC1NS(=O)(=O)OC2CCCC12 (stereo not given)	73	1	1	87	27	-11	107	-1.6	1
Cc1cnc(CN(C)C(=O)c2ccc3oc(Cc4ccccc4)nc3c2)[nH]1	101	0	4	101	-8	-3	94	-0.3	5
CCn1c(C)nc2cc(C(=O)N/N=C/c3ccc(OC)cc3)ccc21	103	0	1	94	11	9	102	0.6	2
C/C(N)=C(/C#N)C(=O)CSc1cc(C)c2ccccc2n1	98	1	-1	92	21	-4	84	-0.4	2
COc1ccc(N(CC(=O)Nc2cccnc2)S(=O)(=O)c2ccccc2)cc1Cl	105	1	-9	103	8	-6	90	1.6	0
N#C/C(C(=O)N1CCOCC1)=C1\Nc2ccccc2S1	96	2	-2	100	-10	7	95	-2.0	6
CN(C(=O)c1ccccc1C(=O)OCC(=O)NC(=O)NC(C)(C)C)C1CCCCC1	103	2	4	101	12	8	98	·	9
COc1ccc(CCNC(=O)c2noc3c2CCCC3)cc1OC	99	0	8	97	4	7	75	-2.2	4
O=C(NCc1ccco1)C1CCC(CNS(=O)(=O)c2cccc3cccnc23)CC1 (stereo not given)	102	6	2	98	34	3	91	1.0	5
COC(=O)CCC(=O)Nc1ccc(NC(C)=O)cc1	96	4	-6	91	8	6	105	-2.9	7
CN(NC(=O)CN1C(=O)c2ccccc2C1=O)C1=NS(=O)(=O)c2ccccc21	103	22	8	106	5	-3	97	1.7	4
Cc1cccc(N2CN(Cc3cccnc3)CNC2=S)c1	101	3	3	108	-5	15	87	-3.6	1
Cc1cccc(NC(=O)Cn2c(=O)oc3ccccc32)n1	99	0	-4	106	-1	-1	119	-0.6	1
CC(=O)NC(c1ccc(C)cc1)c1cc(Cl)c2cccnc2c1O (stereo not given)	98	2	·	100	-2	·	102	-0.6	·
CN(C)c1ccccc1-c1csc(N2CCC(C(N)=O)CC2)n1	106	0	3	99	19	·	88	·	·
COCCCNc1oc(-c2ccccc2F)nc1C#N	103	0	-1	99	-5	1	90	-1.5	3
CC(=O)N1CCc2cc(C(=O)CN3CCN(C(=O)c4ccco4)CC3)ccc21	97	2	10	101	10	9	116	-3.0	9
CCCCC1=CC2=C(c3ccco3)C(=O)C(C)(OC(=O)c3ccc(OC)cc3)C(=O)C2=CN1c1ccc(OC)cc1 (stereo not given)	93	2	33*	99	16	32	104	-16	30*
COc1ccc2[nH]c(=O)c(CN(C(C)=O)C3CCCCC3)cc2c1	99	1	0	96	-3	1	103	-2.1	3
c1ccc(CSc2nncn2-c2ccccn2)cc1	106	2	0	99	-1	3	110	-1.4	2
COc1ccc(NC(=O)CC(C)CC(=O)NCc2ccc(F)cc2)c(OC)c1 (stereo not given)	102	6	1	105	-3	-5	100	-1.3	-3
COc1ccccc1/C=N/NC(=S)Nc1cccnc1	105	4	1	103	3	-2	103	-0.2	2
COC(=O)c1ccccc1NC(=O)CSCC(=O)Nc1ccccc1OC	100	0	0	91	5	4	104	0.8	3
CCCc1cnc(N2CCN(C(=O)c3c(-c4ccccc4)noc3C)CC2)nc1	103	1	2	97	0	5	94	0.9	2
Cc1sc2ncn(CC(=O)Nc3c(F)cccc3F)c(=O)c2c1S(=O)(=O)N1CCC(C)CC1	113	0	-6	115	-12	-2	90	-2.4	6

2 entries from above, with two lines to a compound:
Values run as follows: AGP1 TOR yeast | GRK2 inh | GLD-1 RNA inh | CIT2-GFP yeast | VLA-4 inh | MCL1-BIM inh | CR mimetic SO | MEX-5 binding | BCLXL inh
Cc1ccc(OCCOC(=O)Cn2nc(C)c([N+](=O)[O-])c2C)cc1
 : 90 | 0 | 6 | 101 | 6 | -2 | 94 | 1.3 | 1
CCSc1nnc2c(Cl)cc(Cl)cn12
 : 98 | 2 | 5 | 112 | 4 | 4 | 105 | -2.6 | 5

Screening data as filed in PubChem BioAssay.
